Screening data from PubChem BioAssay.
TexasRed fluor – Total Fluorescence Counterscreen for Inhibitors of the Interaction of Thyroid Hormone Receptor and Steroid Receptor Coregulator 2 | TRb/SRC2 Texas Red total fluorescence interference | Potency, µM (top dose mostly 106 µM), for the others: top-dose fluorescence change, negative = quenching | hit rate 0.29% among 280,000; active means well fitted curve in either direction with a large enough effect; inconclusive means small, poorly fitted or top-dose-only effect; further: potency means the concentration at half of the fitted maximal effect; on the % scale 0 is the no-effect control and ±100 the full control effect
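Human TRβ ligand-binding domain (0.6 uM) and Texas Red SRC2 peptide (20 nM) in Tris buffer with 1 uM T3 and 5% DMSO were incubated with pinned compound for 5 hr at ambient temperature. Total fluorescence was computed as S + 2P (555/632 nm).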
Tau fluor cs – Counterscreen qHTS for Inhibitors of Tau Fibril Formation, Fluorescence Polarization. tau K18 P301L Alexa594 fluorescence, heparin fibrillization. Potency, µM (series often up to 57.7 µM), inactives show at the top dose activity change, negative = decrease. hit rate 0.93% among 280,000; further: potency means the concentration at half of the fitted maximal effect; on the % scale 0 is the no-effect control and ±100 the full control effect; nearly all actives have a fitted effect of over 55% in size
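Human tau K18 P301L (15 uM unlabeled, 0.24 uM Alexa 594-labeled) in 100 mM sodium acetate pH 7 with 20 uM heparin, 6 hr at 37 C. ThT 30 uM added, 1 hr ambient; Alexa 594 FP and total fluorescence read at 555/632 nm.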
Tau fibril FP – qHTS for Inhibitors of Tau Fibril Formation, Fluorescence Polarization. Microtubule-associated protein tau (Homo sapiens), P10636. K18 P301L tau heparin fibrillization, Alexa594 FP, 6 h. Potency, µM (doses to about 57.7 µM), inactives show at the highest dose activity, negative = inhibition, most hits filed as inhibitors. hit rate 0.39% among 280,000. AID 1468, 2008; further: potency means the concentration at half of the fitted maximal effect; on the % scale 0 is the no-effect control and ±100 the full control effect; nearly all actives have a fitted effect of over 55% in size
Target sequence (P10636 561-689 P618L limits assumed): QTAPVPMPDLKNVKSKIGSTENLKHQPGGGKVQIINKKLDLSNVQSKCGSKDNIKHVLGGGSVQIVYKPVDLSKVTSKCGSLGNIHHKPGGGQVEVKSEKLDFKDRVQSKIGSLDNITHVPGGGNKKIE
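Quantitative HTS format: compounds meet 15 uM recombinant K18 P301L tau and Alexa 594-tau tracer in 100 mM sodium acetate pH 7; 20 uM heparin triggers fibrillization at 37 C over 6 hr; FP gives the signal.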
GLA spleen mod – qHTS Assay for Inhibitors and Activators of Human alpha-Galactosidase From Spleen Homogenate | AID 2107, 2009 | human spleen homogenate, 4MU-alpha-Gal fluorescence, 40 min | Potency, µM (titrated, usually from 80 µM), for the others: at the highest dose activity change, negative = inhibition, hits mostly inhibitors | Alpha-galactosidase A (Homo sapiens), P06280 | hit rate 0.008% among 240,000;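 further: potency means the concentration at half of the fitted maximal effect; 0% = enzyme with vehicle and -100% = no enzyme basal signal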
Target sequence (P06280 32-429 limits assumed): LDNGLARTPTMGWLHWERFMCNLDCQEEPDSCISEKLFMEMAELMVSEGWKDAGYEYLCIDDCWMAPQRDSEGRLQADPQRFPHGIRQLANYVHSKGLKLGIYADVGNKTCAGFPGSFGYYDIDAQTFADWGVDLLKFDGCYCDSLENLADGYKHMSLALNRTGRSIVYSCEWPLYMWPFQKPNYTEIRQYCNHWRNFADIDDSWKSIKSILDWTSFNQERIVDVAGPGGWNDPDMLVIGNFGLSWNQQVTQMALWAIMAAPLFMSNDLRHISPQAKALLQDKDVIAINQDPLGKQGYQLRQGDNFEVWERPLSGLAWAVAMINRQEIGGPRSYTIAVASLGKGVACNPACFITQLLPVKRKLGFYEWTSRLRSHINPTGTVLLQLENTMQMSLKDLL
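Inhibition or activation of alpha-galactosidase in human spleen homogenate is scored by 4-MU fluorescence after 40 min at 37C, pH 5.0, with 1 mM substrate. AC50s come from concentration-response fitted to the Hill equation.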
CBFb-RUNX1 inh – qHTS Assay for Compounds Blocking the Interaction Between CBF-beta and RUNX1 for the Treatment of Acute Myeloid Leukemia; AlphaScreen CBFb-His/RUNX1-biotin binding, biochemical; Potency, µM (doses to about 59.8 µM), without a hit: top-dose activity, negative = inhibition, most hits filed as inhibitors; AID 1477, 2009; Runt-related transcription factor 1 (Homo sapiens) + Core-binding factor subunit beta …; 230,000 tested, under 10 active; further: % of control where 0% means no effect
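Inhibition was taken as any reduction in AlphaScreen signal from the CBF-beta–RUNX1 pair (His and biotin tags, 30 nM each), measured after compound (15 min) and bead (90 min) incubations at room temperature.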
TRb SRC2 PPI – qHTS for Inhibitors of the Interaction of Thyroid Hormone Receptor and Steroid Receptor Coregulator 2. hit rate 0.065% among 280,000. TRbeta-SRC2 peptide binding, fluorescence polarization; receptor liganded with 1 µM T3. AID 1469, 2008. Potency, µM (series often up to 106 µM), for the others: at the top dose activity change, negative = inhibition, actives largely listed as inhibitors;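 further: potency means the concentration at half of the fitted maximal effect; plate controls were bound peptide for no effect and peptide without receptor for full effect; nearly all actives have a fitted effect of over 50% in size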
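Binding of a 20-amino-acid Texas Red SRC2 peptide (20 nM) to TRb ligand-binding domain (0.6 uM) with agonist T3 at 1 uM was followed by fluorescence polarization after a 5 hr room-temperature incubation.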
Epigenetic derep – Quantitative High-Throughput Screen for Regulators of Epigenetic Control | murine LDR cells, GFP reporter derepression, 30 h | Potency, µM (series often up to 53.9 µM), for the others: at the highest dose GFP activation, hits mostly activators | AID 1865, 2009 | hit rate 0.2% among 280,000; further: potency means the concentration at half of the fitted maximal effect; % of control where 0% means no effect; nearly all actives have a fitted effect of over 60% in size
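Reporter derepression read as number of fluorescent GFP-positive objects, 20-120 um in size, counted by laser-scanning cytometer. Mouse LDR line with an epigenetically silenced CMV-GFP locus; compound incubation 30 h, 37 C.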
NPSR antag – qHTS Assay for Antagonists of the Neuropeptide S Receptor: cAMP Signal Transduction; Q6W5P4; CHO-NPSR cells, cAMP TR-FRET, antagonist mode; Potency, µM (titrated, usually from 38.3 µM), for the others: at the highest dose activity change, negative = inhibition, actives largely listed as inhibitors; hit rate 1% among 220,000; AID 1461, 2008; further: potency means the concentration at half of the fitted maximal effect; on the % scale 0 is the no-effect control and ±100 the full control effect; nearly all actives have a fitted effect of over 50% in size; many of its hits are not listed in these tables
Target sequence (Q6W5P4 whole entry, looked up): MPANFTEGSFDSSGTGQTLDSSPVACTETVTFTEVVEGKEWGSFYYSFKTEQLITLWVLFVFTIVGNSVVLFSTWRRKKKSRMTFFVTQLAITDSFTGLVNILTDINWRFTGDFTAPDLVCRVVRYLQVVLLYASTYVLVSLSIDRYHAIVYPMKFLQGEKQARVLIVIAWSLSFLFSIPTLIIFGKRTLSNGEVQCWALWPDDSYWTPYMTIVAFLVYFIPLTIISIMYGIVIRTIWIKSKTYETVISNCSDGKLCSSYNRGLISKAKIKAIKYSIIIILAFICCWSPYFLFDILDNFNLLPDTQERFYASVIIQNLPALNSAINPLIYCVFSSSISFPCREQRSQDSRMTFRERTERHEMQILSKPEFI
An asterisk follows results filed as active; ? = inconclusive; nt = not tested or not shown; & = joins results of further samples; [ ] = dose if it differs, or a comment. Unless noted, the call rests on the fitted dose curve; in most records, active means well fitted curve in the direction sought with a large enough effect; inconclusive means small, poorly fitted or top-dose-only effect, or another doubt; inactive means no such curve, though single readings can be large; an effect the other way counts as inactive or inconclusive. An excerpt; the hit share may differ from the screen's.

SMILES | TexasRed fluor | Tau fluor cs | Tau fibril FP | GLA spleen mod | CBFb-RUNX1 inh | TRb SRC2 PPI | Epigenetic derep | NPSR antag
Nc1c(-c2nc(-c3ccccc3)no2)nnn1CC(=O)Nc1ccccc1 | -1.1% | 7.0% | -9.1% | nt | nt | -2.6% | 0.0% | nt
COCc1nnc(NC(=O)c2ccc(S(=O)(=O)N(CC(C)C)CC(C)C)cc2)o1 | 1.6% | -6.8% | -2.3% | 7.2% | -7.3% | -6.3% | -3.6% | 2.3%
CC(C)C(=O)N1CCN(c2nc(-c3ccc(Cl)cc3)cs2)CC1 | -1.2% | 3.3%[2.34 µM] | -11.9% | 4.6% | -1.6% | -2.2% | 1.1% | -10.6%
CC(=O)c1ccc2c(c1)c1ccccc1n2CC(C)C | -3.5% | -18.2% | -1.5% | -0.8% | 22.0% | 1.1% | 0.0% | 8.1%[46.1 µM]
Cc1ccc(-n2c(SCC(=O)Nc3ccc4c(c3)OCO4)nc3c([nH]c4ccccc43)c2=O)cc1 | -1.6% | ? | 1.0% | nt | nt | 3.1% | 1.1% | nt
COc1cc(Cl)c(C)cc1NC(=O)CCn1cnc2onc(-c3ccc(F)cc3)c2c1=O | -17.0% | -16.2% | ? | nt | nt | -4.2% | -0.6% | nt
CCCCNS(=O)(=O)c1ccc2nc(-c3cccs3)cc(C(=O)NCC(OC)OC)c2c1 | -1.9% | -26.4% | -3.2% | ? | 4.8% | -7.4% | 2.1% | -15.8%
O=c1c2cccnc2[nH]c(=S)n1CCCN1CCN(c2ccc(F)cc2)CC1 | -3.4% | -1.6% | 8.5% | -3.5% | 15.6% | -2.7% | -1.1% | -3.4%[46.1 µM]
CC(C)CC(NC(=O)OC(C)(C)C)c1cn([C@@H](Cc2ccc(O)cc2)C(=O)N2CCN(C(=O)OC(C)(C)C)CC2)nn1 (stereo partly specified) | 0.6% | -3.0% | 7.7% | -5.4% | 15.2% | 8.8% | -1.7% | 41.1%
COc1ccc(NC(=O)N2CCCC(c3nc(-c4ccc(OC)cc4)no3)C2)cc1 (stereo unspecified) | -1.4% | -21.3% | 14.9% | -5.4% | 2.3% | 8.1% | 1.4% | -11.1%
Cc1ccc(Cn2c(C(=O)Nc3cccc(Cl)c3)cc3sccc32)cc1 | 0.2% | ? | ? | nt | nt | -3.2% | -3.8% | nt
Cc1cc(C(=O)O)cc(S(=O)(=O)N2CCOCC2)c1C | -4.4% | -11.3% | 1.1% | 2.7% | 10.6% | 5.1% | -4.4% | -4.8%[46.1 µM]
Cc1ccccc1S(=O)(=O)Cc1ccc(C(=O)NCc2cccs2)o1 | 2.5% | -15.2% | -3.7% | 6.0% | -1.8% | 5.8% | 0.9% | -4.6%[46.1 µM]
COc1ccccc1C(=O)N1CCN(c2nc3cc(C)c(C)cc3cc2C#N)CC1 | -0.3% | -12.6% | -5.3% | 11.7% | 16.8% | -3.1% | -1.0% | -15.9%
O=C(NCc1ccncc1)NC1CCCCC1 | -1.4% | -3.3% | ? | -2.8% | 7.7% | 1.1% | -1.0% | -27.3%
COc1cc(O)c(C(CCN2CCCC(C)C2)c2cc(OC)c(OC)c(OC)c2)c(OC)c1 (stereo unspecified) | 0.1%&-3.1% | 4.4% | -9.6% | 2.0%&5.3% | 4.3%&15.1% | -5.0%&1.1% | 1.1% | 9.0%
CCOC(=O)c1noc2nc(C)n(CC(=O)Nc3ccc(OC)c(Cl)c3)c(=O)c12 | -4.0% | 0.3% | -3.0% | nt | nt | -8.8% | 8.9% | nt
COc1ccc(/C=N/NC(=O)CCn2cnc(-c3ccccc3)c2-c2ccccc2)cc1 | -1.5% | -12.3% | -5.3% | -6.9% | ? | -1.3% | 3.1% | -11.9%
Cc1ccsc1/C=N/NC(=O)Cc1ccc(Cl)cc1 | 0.5% | -21.0% | -9.2% | 0.8% | 12.2% | 4.0% | 3.2% | -10.0%
Cc1ccc(NC(=O)COC(=O)Cn2nc(C)c([N+](=O)[O-])c2C)c([N+](=O)[O-])c1 | -1.7% | -8.0% | -8.2% | 8.8% | 11.1% | 5.6% | 0.0% | 21.2%
O=S(=O)(NC1CCCC1)c1ccc(S(=O)(=O)N2CCN(c3ccccc3)CC2)cc1 | -0.3% | -13.6% | -13.4% | -8.3% | -1.9% | 1.9% | 0.8% | -6.7%[46.1 µM]
CSc1ccc(CCNC(=O)c2cnc3c(C)cccn3c2=O)cc1 | 2.3% | -5.2% | 4.1% | nt | nt | -5.2% | -1.3% | nt
COC(=O)c1sc(C(F)(F)F)c(-c2ccccc2)c1S(=O)(=O)N(C)C | -4.6% | -8.2% | 9.4% | -0.7% | 7.4% | 1.3% | -1.3% | 18.6%
COc1cccc(NC(=O)c2nc3nc(C)cc(C(F)F)n3n2)c1 | -1.2% | -1.6% | 4.1% | -1.1% | 9.1% | -0.1% | 0.0% | -2.2%[46.1 µM]
Cc1cc(C)cc(Nc2cc(C(=O)NC3CCC(C)CC3)c3ccccc3n2)c1 (stereo unspecified) | 0.7% | -15.6% | 7.5% | nt | nt | -13.1% | 7.4% | nt
COc1ccccc1C(=O)NC(CCSC)C(=O)OCC(=O)c1ccc[nH]1 (stereo unspecified) | 2.0% | -15.3% | 10.9% | -10.8% | -1.4% | -2.8% | 1.0% | 13.7%
COc1ccc(-n2c(O)c(Cc3ccccc3)c(=O)n3nc(-c4ccccc4)c(=O)cc23)cc1 | -3.7% | -3.3% | 2.7% | 4.3% | 7.0% | -0.7% | -1.1% | -2.4%[46.1 µM]
Cc1ccc(C)c(Cn2c(=O)c3c(nc4n3CCN4c3ccc(F)cc3)n(C)c2=O)c1 | ? | -9.7% | -6.4% | nt | nt | 0.0% | 0.0% | nt
CC(C)Cc1nc2sc3c(c2c(=O)n1N)CC(C)(C)OC3 | -3.3% | -3.3% | -10.5% | 0.4% | 9.2% | 2.9% | 1.7% | -8.2%
COc1ccc2nc(NCCCO)[nH]c2c1 | 0.3% | 0.7% | 4.7% | 10.7% | 3.9% | 2.0% | -1.0% | 13.5%
CSc1ncc(Cl)c(C(=O)Nc2c(C(=O)Nc3cccc(C)c3)oc3ccccc23)n1 | -13.1% | -2.4% | -12.4% | nt | nt | 3.1% | -1.0% | nt
Cc1ccccc1NC(=O)Cc1ccccc1 | -2.8% | -1.7% | 9.4% | 2.0% | 12.0% | -5.2% | -2.3% | 0.7%[46.1 µM]
CNC(=O)COC(=O)/C=C/c1cn(-c2ccccc2)nc1-c1ccc(C)o1 | -2.4% | ? | ? | 2.7% | 0.4% | 6.8% | 0.5% | 19.7%
O=C(O)CCCC/C=C\C[C@@H](O)/C=C/C=C/C=C\[C@@H](O)CCCC(=O)O | -3.0% | 0.4% | 1.1% | -8.5% | 7.1% | -2.3% | -1.1% | nt
O=C(NC1CCCC1)c1ccc(COCC(F)(F)F)o1 | -4.9% | -1.2% | -5.8% | 3.3% | 2.8% | -5.6% | -1.1% | -3.8%[46.1 µM]
Cc1ccc2nc(NCCCO)nc(-c3ccccc3)c2c1 | 2.3% | -10.9% | -2.1% | 11.3% | 4.9% | 7.4% | -1.7% | -12.0%[46.1 µM]
COc1ccc(Nc2cc(C)nc(NCc3ccccc3)n2)cc1 | -2.8% | 35.5µM*[quencher] | 3.8% | -23.2% | -10.2% | -5.5% | 0.0% | ?
C=CCN(C(=O)Nc1ccc(F)cc1)C1CC(=O)N(c2ccc(OC)cc2)C1=O (stereo unspecified) | -5.2% | -2.5% | -6.1% | -1.7% | 14.8% | -4.2% | 9.0% | 1.4%[46.1 µM]
Cc1cc(Oc2ccccc2)nc(OCC#N)n1 | -12.4% | 14.3% | -12.9% | -6.3% | 8.1% | -4.9% | 0.9% | 27.2%[46.1 µM]
CCCn1cc(S(=O)(=O)c2cc(C)ccc2C)c(=O)c2cc(F)c(N3CCOCC3)cc21 | 25.1µM*[quencher] | 1.2% | 10.8% | nt | nt | ? | -1.1% | nt
O=C(Nc1ccc([N+](=O)[O-])cc1)N1CCCCC1 | -2.0% | -21.8% | -13.5% | 2.3% | 5.4% | -2.9% | 0.5% | -0.4%
Cn1cc([N+](=O)[O-])c(C(=O)Nc2ccn(Cc3c(F)c(F)cc(F)c3F)n2)n1 | 0.3% | -0.9% | 6.5% | -10.4% | -8.3% | -25.4% | 16.1% | 4.8%[46.1 µM]

Rewritten tab-delimited: entries from further up
SMILES	TexasRed fluor	Tau fluor cs	Tau fibril FP	GLA spleen mod	CBFb-RUNX1 inh	TRb SRC2 PPI	Epigenetic derep	NPSR antag
COc1ccc(/C=N/NC(=O)CCn2cnc(-c3ccccc3)c2-c2ccccc2)cc1	-1.5%	-12.3%	-5.3%	-6.9%	?	-1.3%	3.1%	-11.9%
COc1ccc2nc(NCCCO)[nH]c2c1	0.3%	0.7%	4.7%	10.7%	3.9%	2.0%	-1.0%	13.5%
Cc1ccccc1NC(=O)Cc1ccccc1	-2.8%	-1.7%	9.4%	2.0%	12.0%	-5.2%	-2.3%	0.7%[46.1 µM]
O=S(=O)(NC1CCCC1)c1ccc(S(=O)(=O)N2CCN(c3ccccc3)CC2)cc1	-0.3%	-13.6%	-13.4%	-8.3%	-1.9%	1.9%	0.8%	-6.7%[46.1 µM]
